# Screens as filed in PubChem.
# DT40 TDP1 CPT: growth inhibition of DT40 Tdp1-/-;hTDP1 cells with camptothecin (screen for TDP1 inhibitors). AID 686979. Potency, µM (titrated, usually from 46.2 µM), for the others: at the highest dose activity change, negative = growth inhibition, most hits filed as inhibitors. 420,000 tested, 12% active. chicken DT40 Tdp1-/-;hTDP1 cells + 20 nM CPT, ATP luminescence, 48 h; also: nearly all actives have a fitted effect of over 55% in size
#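 Chicken DT40 Tdp1-/- cells stably complemented with human TDP1 were seeded at 400 cells/well in medium containing 20 nM camptothecin, exposed to pin-transferred compounds, and grown at 37 °C for at least 48 hr. Viability was read as ATP luminescence.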
# FEN1 inh: human FEN1 inhibition | P39748 | Recombinant FEN1 flap cleavage, fluorescence, 15 min | Potency, µM (highest dose often 114 µM), inactives show at the top dose activity change, negative = inhibition, usual class: inhibitors | 390,000 tested, 0.35% active | AID 588795; also: nearly all actives have a fitted effect of over 65% in size
#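 Read-out was taken twice, immediately and after 15 min, following addition of 50 nM substrate to 10 nM FEN1 that had sat with test compound for 15 min at room temperature. Curves came from a four-parameter Hill model.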
# KAT2A inh: blocks human GCN5L2 histone acetyltransferase; Q92830; GCN5L2 HAT assay, ThioGlo1 CoA-SH fluorescence; Potency, µM (titrated, usually from 58.9 µM), for inactives: top-dose activity change, negative = inhibition, actives largely listed as inhibitors; 390,000 tested, 0.21% active; AID 504327
# Target sequence (Q92830 whole entry, looked up): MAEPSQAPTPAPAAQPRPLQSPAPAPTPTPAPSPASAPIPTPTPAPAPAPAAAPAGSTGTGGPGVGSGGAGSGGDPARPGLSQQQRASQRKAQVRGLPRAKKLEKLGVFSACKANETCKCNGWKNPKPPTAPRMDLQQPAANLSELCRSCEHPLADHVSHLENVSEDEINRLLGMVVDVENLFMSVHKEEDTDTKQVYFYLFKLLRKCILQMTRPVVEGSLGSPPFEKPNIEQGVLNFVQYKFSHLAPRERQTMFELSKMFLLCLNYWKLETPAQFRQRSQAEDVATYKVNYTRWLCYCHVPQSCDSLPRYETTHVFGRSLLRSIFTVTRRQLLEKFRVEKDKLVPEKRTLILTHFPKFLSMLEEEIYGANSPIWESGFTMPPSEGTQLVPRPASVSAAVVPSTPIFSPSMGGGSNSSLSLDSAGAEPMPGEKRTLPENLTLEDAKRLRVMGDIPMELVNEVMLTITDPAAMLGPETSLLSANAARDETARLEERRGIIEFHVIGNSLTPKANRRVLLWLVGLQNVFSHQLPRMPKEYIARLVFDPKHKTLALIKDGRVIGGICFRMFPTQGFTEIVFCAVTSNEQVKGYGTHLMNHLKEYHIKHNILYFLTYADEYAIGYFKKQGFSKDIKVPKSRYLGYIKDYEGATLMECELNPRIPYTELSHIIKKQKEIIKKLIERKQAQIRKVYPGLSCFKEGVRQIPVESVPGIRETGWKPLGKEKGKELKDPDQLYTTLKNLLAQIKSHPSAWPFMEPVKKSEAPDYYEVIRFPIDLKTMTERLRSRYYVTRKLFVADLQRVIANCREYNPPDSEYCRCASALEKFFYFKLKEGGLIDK
#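 Enzyme at 20nM final was mixed with library compounds for 15 min at room temperature. Peptide H3(1-25) at 75uM, acetyl-CoA at 70uM and ThioGlo1 at 50uM were then added. Plates were read immediately and after 20 min (Ex340nm/Em540nm).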
# * marks the source's active call; other numbers are inactive results; u = inconclusive; x = no result given; [ ] = another dose, or the depositor's remark. Calls follow the shape of the dose curve; as a rule, active = well fitted curve in the direction sought with a large enough effect; inconclusive = small, poorly fitted or top-dose-only effect, or another doubt; inactive = no such curve, though single readings can be large; an effect the other way counts as inactive or inconclusive. % is scaled to controls: 0 for no effect and ±100 for the full control effect; potency is read from the fitted curve at half-maximal effect. Some of the compounds tested (hit frequency here may not be typical).
(1) O=C(c1ccc(Cl)s1)N1CCN(c2nc3ccccc3s2)CC1
(2) CCNC(=S)/N=C(/Nc1ccccc1)Nc1nc(C)cc(C)n1
(3) Nc1cc(=O)[nH]c(SCCNS(=O)(=O)c2ccccc2)n1
(4) COc1ccc(CCNS(=O)(=O)c2cccc(F)c2)cc1OC
(5) Cc1ccc(NCc2cccn2-c2nnc(N3CCC(C(=O)NCc4ccccc4C)CC3)s2)cc1
(6) COc1ccccc1CCC(=O)Oc1ccccc1C#N
(7) C/C(=N\NC(=O)CN1CCN(S(=O)(=O)c2ccc(C)cc2)CC1)c1ccncc1
(8) Cc1ccc(C)c(NS(=O)(=O)c2cc(C(=O)Nc3ccccc3-c3ccccc3)ccc2C)c1

Assay by compound	1	2	3	4	5	6	7	8
DT40 TDP1 CPT	u	u	0%	4%	u	-3%	2%	u
FEN1 inh	1%	-19%	-10%	2%	-20%	16%	15%	-11%
KAT2A inh	-11%	0%	-12%	2%	-13%	1%	-3%	-12%

(9) CCOC(=O)CC(=O)COc1nc2cc3c(nc2o1)CCCC3
(10) Cc1cc(C)n2nc(SCc3ccccc3F)nc2n1
(11) Cc1ccc(-c2noc(C3CCCN(C(=O)c4ccc(C(C)(C)C)cc4)C3)n2)o1 (configuration not stated)
(12) O=C(Cn1cnc2sc3c(c2c1=O)CCCC3)NCC(=O)Nc1ccccc1F
(13) CCCn1nc(C(=O)Nc2nnc(CC)s2)c2ccccc2c1=O
(14) CCOC(=O)c1sc(/S(C)=N\S(=O)(=O)c2cccc(Cl)c2)c2c1CCC=C2 (configuration not stated)
(15) CCOc1ccc(N2CC(C(=O)NCCCc3ccccc3)CC2=O)cc1 (configuration not stated)
(16) CCn1cnnc1SCC(=O)NCC1COc2ccccc2O1 (configuration not stated)

Assay by compound	9	10	11	12	13	14	15	16
DT40 TDP1 CPT	1%	-5%	u	-27%	47%[activator]	u	-3%	-2%
FEN1 inh	-14%	5%	3%	-11%	-7%	7%	9%	16%
KAT2A inh	-8%	-8%	-10%	-19%	23%	23%	-5%	-7%

(17) CC1CCCN(C(=O)CSc2c3c(nc4cc(Cl)ccc24)CCCC3)C1 (configuration not stated)
(18) C=C(C)CSc1ncc(-c2cccc(C(F)(F)F)c2)cn1
(19) COc1ccc(OC)c(NC(=O)C2CCCN2C(=O)NC2CCCCC2)c1 (configuration not stated)
(20) CN1CCN(S(=O)(=O)c2cccc(C(=O)N(C)CC(=O)Nc3ccc(Cl)c(Cl)c3)c2)CC1
(21) COc1ccc(CCNC(=O)CSc2nc(-c3ccco3)cc(C(F)(F)F)n2)cc1
(22) COC(=O)C1=C(COc2ccc(F)cc2)NC(=O)NC1c1ccc(C)cc1C (configuration not stated)
(23) N/C(=N\NS(=O)(=O)c1ccccc1Cl)c1ccccn1
(24) CCN(c1ccccc1)S(=O)(=O)c1ccc(C(=O)N2CC(C)CC(C)C2)cc1 (configuration not stated)

Assay by compound	17	18	19	20	21	22	23	24
DT40 TDP1 CPT	21µM*	-2%	6%	u	u	u	-22%	u
FEN1 inh	-4%	-2%	10%	11%	-9%	-5%	-3%	3%
KAT2A inh	-6%	-1%	-7%	x	-1%	u	x	-5%

(25) COc1ccc(N(CC(=O)Nc2cc(OC)ccc2OC)S(C)(=O)=O)cc1
(26) COc1cc(NC(=O)COC(=O)Cc2ccsc2)cc(OC)c1
(27) COc1cc([N+](=O)[O-])ccc1N1C(=O)C2C3C=CC(C4CC34)C2C1=O (configuration not stated)
(28) O=C1C2C3C=CC(CC3)C2C(=O)N1c1ccccc1F (configuration not stated)
(29) CC(C)c1ccc(S(=O)(=O)N2CCN(C(=O)CN3C(=O)NC4(CCCC4)C3=O)CC2)cc1
(30) C/C(=N\NC(=O)c1ccc(NS(=O)(=O)c2cccs2)cc1)c1ccccc1
(31) O=c1nc2sc3ccccc3n2c(=O)n1-c1ccc(Cl)c(Cl)c1
(32) O=C1OC2(c3ccccc3)C3CCCC2C13

Assay by compound	25	26	27	28	29	30	31	32
DT40 TDP1 CPT	-6%	-14%	-2%	-29%	-20%	-10%	u	-2%
FEN1 inh	-9%	5%	-9%	-5%	-3%	-1%	-8%	5%
KAT2A inh	-5%	-3%	-8%	0%	-18%	-1%	3%	1%

(33) COc1ccc(NC(=O)CSCC(=O)N(C)CC(=O)Nc2ccc(Cl)c(C(F)(F)F)c2)cc1
(34) O=C(O)Cn1cc(C(=O)C2CC2)c2ccccc21
(35) CCN1CCN(CC(=O)N2CCCC(C(=O)c3ccc(Oc4ccccc4)cc3)C2)CC1 (configuration not stated)
(36) COc1ccc(NC(=O)c2ccccc2OCc2ccc(F)cc2)c(OC)c1
(37) N#CC1(c2cccc(Br)c2)C(=O)Nc2ccccc21 (configuration not stated)
(38) CNc1nc(SC)nc2ccccc12
(39) CCOC(=O)c1c(NC(=S)NNS(=O)(=O)c2ccc(Br)cc2)sc2c1CCCCC2
(40) Cc1c(C(=O)OCC(=O)Nc2ccc3c(c2)OCO3)cccc1[N+](=O)[O-]

Assay by compound	33	34	35	36	37	38	39	40
DT40 TDP1 CPT	u	-15%	u	u	-7%	-4%	-2%	9%
FEN1 inh	-13%	21%	-5%	7%	-14%	8%	0%	-12%
KAT2A inh	-5%	-7%	0%	-18%	x	-5%	u	-7%

(41) CCOC(=O)C1CCN(c2c(NC3CCCc4ccccc43)c(=O)c2=O)CC1 (configuration not stated)
(42) Cc1ccc(OCC(=O)N2CCOCC2)c([N+](=O)[O-])n1
(43) CC(=O)c1c(N2CCN(C(=O)C3CCCO3)CC2)nc(=S)n(-c2ccccc2)c1C (configuration not stated)
(44) N/C(=N\OC(=O)c1ccncc1)c1cccc([N+](=O)[O-])c1
(45) CCc1cccc(NC(=O)CCc2nc(-c3cccs3)no2)c1
(46) CCOC(=O)C(=O)Nc1ccc(S(=O)(=O)N2CCOCC2)cc1OC
(47) O=c1[nH]c(=S)n(C2CCCCC2)c(O)c1C=NCCN1CCOCC1
(48) O=C(CSc1nc2cc(C(F)(F)F)ccc2n1Cc1ccccc1)NC1CCS(=O)(=O)C1 (configuration not stated)

Assay by compound	41	42	43	44	45	46	47	48
DT40 TDP1 CPT	-16%	0%	-23%	21%	-18%	-15%	-4%	-2%
FEN1 inh	-4%	-11%	1%	12%	-17%	-1%	-13%	-22%
KAT2A inh	2%	-4%	-5%	-7%	1%	u	-8%	-4%

(49) O=C(CCCC(=O)c1ccccc1)Nc1ccc(O)cc1
(50) O=C(COc1ccc2oc3c(c2c1)CCCC3)Nc1ccccn1
(51) COC(=O)Nc1ccc2c(c1)N(C(=O)CCN1CCOCC1)c1ccccc1S2
(52) CCOC(=O)/C=C/C(=O)NNC(=O)c1ccccc1Cl
(53) O=C(CN(Cc1ccc(F)cc1)C(=O)C1CSC(=O)C1)NC1CCCCC1 (configuration not stated)
(54) Fc1ccc(CNC(=S)Nc2ccc(OC(F)F)cc2)cc1
(55) CCOc1ncccc1C(=O)Nc1nc(C(C)(C)C)cs1
(56) CCN(CC)C(=O)c1[nH]cnc1C(=O)Nc1ccc(C)cc1

Assay by compound	49	50	51	52	53	54	55	56
DT40 TDP1 CPT	u	-1%	-13%	u	-1%	u	u	-8%
FEN1 inh	11%	-6%	-1%	-3%	-1%	-11%	22%	-4%
KAT2A inh	22%	0%	-18%	-7%	-11%	-2%	-2%	0%

(57) Fc1ccc(Cn2nnnc2CN2CCN(C3CCCC3)CC2)cc1
(58) CCN(CC)C(=O)CSc1nc2ncccc2[nH]1
(59) COc1ccc(NC(=O)c2ccc(S(=O)(=O)N3CCCCC3)cc2)cc1OC
(60) O=C1C=C(c2cccc3c2sc2ccccc23)C[C@@H](c2ccc(F)cc2)C1
(61) COc1ccc(CCNC(=O)COC(=O)C2CC2)cc1
(62) C/C=C\C=C\C(=O)Nc1cccc(C2=NOC3(C2)C[C@H](C(N)=O)N(C(=O)c2ccccc2C(=O)c2ccccc2)C3)c1 (some centres not stated)
(63) CC1CCN(c2nc3nonc3nc2Nc2ccc(F)cc2)CC1
(64) CCN(CC)CCCN1C(=O)C(=O)/C(=C(/O)c2c(C)nc3ccccn23)C1c1ccc(C)o1 (configuration not stated)

Assay by compound	57	58	59	60	61	62	63	64
DT40 TDP1 CPT	u	-6%	u	u	-23%	u	13%	-13%
FEN1 inh	7%	6%	-4%	-1%	19%	-14%	-11%	-2%
KAT2A inh	1%	2%	-3%	-11%	0%	1%	-10%	x

(65) COc1cc(N2C(=O)CC3(CCCC3)CC2=O)cc(OC)c1OC
(66) CCc1ccc(-c2cc(C)no2)cc1S(=O)(=O)Nc1ccc(Cl)cc1
(67) Cc1cc(C)nc(NS(=O)(=O)c2ccc(NC(=S)NC(=O)C(C)(C)C)cc2)n1
(68) CC(C)(C)C1CCc2c(sc(NC(=O)c3noc4c3CCCC4)c2C#N)C1 (configuration not stated)
(69) CCOC(=O)C1=C(c2ccccc2)c2ccccc2OC1C(=O)OCC (configuration not stated)
(70) CN(C)c1ccc(C2CNC(c3ccc(Cl)c([N+](=O)[O-])c3)c3[nH]c4ccccc4c32)cc1 (configuration not stated)
(71) CCCCc1nnc(NC(=O)CSc2nc(=O)cc(N)n2-c2ccccc2)s1
(72) Cc1ccc2nc(SC(C)C(=O)NC3CCCC3)[nH]c2c1 (configuration not stated)

Assay by compound	65	66	67	68	69	70	71	72
DT40 TDP1 CPT	-1%	u	-17%	-22%	-25%	23µM*	0%	-30%
FEN1 inh	-10%	-19%	-5%	-4%	-22%	6%	5%	4%
KAT2A inh	-2%	12%	-3%	-6%	u	-4%	-1%	-5%

(73) COCc1cc(C)nc2c1C(=O)NC(c1ccc(F)cc1)N2Cc1ccccc1 (configuration not stated)
(74) CCCCC(CC)CNC(=O)c1ncn[nH]1 (configuration not stated)
(75) N#C/C(=C\c1ccc(Cl)c([N+](=O)[O-])c1)c1ccccn1
(76) C[C@H](CO)N1C[C@H](C)[C@@H](CN(C)C(=O)NC2CCCCC2)Oc2ccc(NC(=O)Cn3cnnn3)cc2C1=O
(77) O=C(NCCSCc1ccco1)Nc1cc(Cl)cc(Cl)c1
(78) Cc1c(CCC(=O)N2CCC(C(=O)NCCCCCC(=O)O)CC2)c(=O)oc2cc3oc4c(c3cc12)CCCC4
(79) CCOC(=O)C1CCN(C(=O)CSc2cc(=O)n(C)c3ccccc23)CC1
(80) CCOC(=O)N1CCN(C(=O)COC(=O)Cc2ccc(OC)cc2)CC1

Assay by compound	73	74	75	76	77	78	79	80
DT40 TDP1 CPT	-7%	0%	21µM*	4%	3%	-13%	7%	2%
FEN1 inh	-4%	25%	2%	-4%	-10%	10%	-6%	1%
KAT2A inh	1%	-16%	-11%	-2%	-5%	-23%	-2%	-1%

(81) O=C(CN1CCN(Cc2cccc(C(F)(F)F)c2)CC1)NCC(=O)Nc1ccc(F)c(F)c1F
(82) CCOc1ccc(CCNC(=O)C2CCN(Cc3nc(-c4ccc(OC)c(OC)c4)oc3C)CC2)cc1OCC
(83) Cn1cccc1Cc1nnc(SCC(=O)NCc2ccccc2Cl)n1-c1ccc(F)cc1
(84) COCCn1nnnc1C(CC(C)C)N1CCN(C(=O)c2ccco2)CC1 (configuration not stated)
(85) COc1ccc(Cl)cc1NC(=O)Cn1cccc1
(86) Cc1noc(C)c1CSCC(=O)Nc1cc(S(=O)(=O)N2CCOCC2)ccc1OC(C)C
(87) Cc1ccc(Nc2cc(=O)[nH]c(=O)[nH]2)c(C)c1
(88) c1ccc(-n2nnnc2NCCCN2CCOCC2)cc1

Assay by compound	81	82	83	84	85	86	87	88
DT40 TDP1 CPT	u	-1%	u	u	-17%	u	-28%	-2%
FEN1 inh	-2%	12%	10%	7%	3%	-5%	5%	8%
KAT2A inh	x	-1%	-5%	-6%	-3%	2%	-12%	-10%
